Apaf-1 inh – blocks human Apaf-1 apoptosome activity | 330,000 tested, 0.71% active | O14727 | inhibition, % at 20 µM | reconstituted apoptosome caspase-3 activity, DEVD-Rh110 fluorescence; active = inhibition of at least 40% at 20 µM;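 also: plate controls were DMSO wells for no effect and DEVD-CHO caspase inhibitor wells for full effect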
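System – cell-free apoptosome with Apaf-1, procaspase-3 and caspase-9 · Buffer or medium – pH 7.5 Hepes buffer with CHAPS, BSA, DTT · Also added – cytochrome c with DEVD-Rh110 · Times – 30 min compound preincubation, 50 min activation, room temperature · Technique – Rh110 fluorescence intensity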
SENP6 block – SENP6 protease inhibition | Recombinant SENP6 catalytic domain, aminoluciferin luminescence | inhibition, % at 10 µM | 330,000 tested, 1.8% active | AID 2599;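 active = inhibition above about 50% at the single tested dose, limit read from the data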;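 also: plate controls were DMSO wells with enzyme for no effect and DMSO wells lacking enzyme for full effect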
Target sequence (Q9GZR1 628-1112 limits assumed): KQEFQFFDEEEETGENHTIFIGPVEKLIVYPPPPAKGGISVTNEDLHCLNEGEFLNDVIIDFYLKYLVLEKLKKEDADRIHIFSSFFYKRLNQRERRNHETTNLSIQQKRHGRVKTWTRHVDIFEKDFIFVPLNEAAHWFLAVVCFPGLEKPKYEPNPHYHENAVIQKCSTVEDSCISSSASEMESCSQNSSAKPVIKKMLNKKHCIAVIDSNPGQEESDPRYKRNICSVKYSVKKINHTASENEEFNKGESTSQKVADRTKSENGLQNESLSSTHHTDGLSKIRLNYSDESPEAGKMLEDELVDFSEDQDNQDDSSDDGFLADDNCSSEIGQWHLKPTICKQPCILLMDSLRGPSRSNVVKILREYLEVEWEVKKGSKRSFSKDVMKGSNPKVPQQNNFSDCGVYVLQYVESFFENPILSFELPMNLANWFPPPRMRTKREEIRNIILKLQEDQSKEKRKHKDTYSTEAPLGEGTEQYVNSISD
PfG6PD inh – PfG6PD (Plasmodium falciparum) enzyme inhibition. PfGluPho enzyme, NADPH resazurin-diaphorase fluorescence. inhibition, % at 20 µM. 350,000 tested, 0.78% active. AID 504690;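 active = inhibition reaching at least a set limit at 20 µM in the primary screen, cut at about 59% in these data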;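 also: 0% = DMSO wells with substrate and 100% = DMSO wells lacking glucose-6-phosphate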
NALP3 yeast inh – blocks the NALP3 inflammasome reconstituted in yeast; Yeast reconstituted NLRP3/ASC/caspase-1, beta-gal luminescence, 24 h; inhibition, % at 10 µM; 330,000 tested, 0.39% active; AID 2825;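 active = inhibition of 50% or more; inactive = inhibition below 50%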;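 also: plate controls were induced DMSO wells for no effect and uninduced yeast grown without galactose for full effect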
HKDC1 inh – blocks human hexokinase HKDC1 activity; inhibition, % at 20 µM; recombinant HKDC1, G6PDH/diaphorase resazurin coupled fluorescence; 340,000 tested, 0.16% active; AID 493160; Q2TB90;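 active = inhibition above about 35% when tested at 20 µM, limit read from the data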;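 also: plate controls were DMSO wells with enzyme for no effect and DMSO wells lacking enzyme for full effect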
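Test system: Recombinant HKDC1 (HK5) hexokinase enzyme, produced in-house | Input: HKDC1 at 5 µg/mL | Buffer or medium: Tris pH 8.0 buffer with MgCl2, Tween-20, BSA, BME | Schedule: 90 min reaction incubation at room temperature, dark | Technique: Resazurin-to-resorufin fluorescence via G6PDH and diaphorase coupling, 525/613 nm | Controls: DMSO wells with and without enzyme mix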
SENP8 block-1 – blocks the human protease SENP8; purified SENP8, Z-RLRGG-aminoluciferin cleavage, luminescence; inhibition, % at 10 µM; 330,000 tested, 1.2% active; AID 2540; Q96LD8; in the data active = inhibition above about 50%
Target sequence (Q96LD8 whole entry, looked up): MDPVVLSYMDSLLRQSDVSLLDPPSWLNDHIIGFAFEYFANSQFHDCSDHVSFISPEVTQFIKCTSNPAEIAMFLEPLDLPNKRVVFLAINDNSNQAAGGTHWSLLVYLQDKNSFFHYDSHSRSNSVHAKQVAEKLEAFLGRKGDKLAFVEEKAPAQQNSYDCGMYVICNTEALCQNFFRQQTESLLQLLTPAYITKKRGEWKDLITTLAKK
SENP1 FRET inh – blocks the human SENP1 SUMO protease catalytic domain. Q9P0U3. recombinant SENP1 catalytic domain, CyPet-SUMO1-YPet FRET cleavage. inhibition, % at 10 µM. 360,000 tested, 0.21% active;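 active = inhibition at least 30% at 10 µM, raw YFP signal under a set limit, fluorescence ratio 0.5 to 1.5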;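 also: 0% = enzyme with DMSO and 100% = no enzyme wells; some results filed as inactive read as strong as hits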
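Material – human SENP1 catalytic domain · Input – SENP1 enzyme, 20 pM final · Compound dosing – single concentration of 10 µM compound, 0.5% DMSO final · Timing – enzyme reaction for 50 min at room temperature, dark · Measured by – FRET fluorescence in CFP and YFP emission channels · Control set – no-enzyme wells low, DMSO-plus-enzyme wells high control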
SENP7 inh – SENP7 protease inhibition; Q9BQF6; recombinant SENP7, Z-RLRGG-aminoluciferin luminescence, 40 min; inhibition, % at 5 µM; 330,000 tested, 1.5% active; AID 434973;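 active = inhibition above about 50% at the single test dose, limit read from the data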;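 also: plate controls were DMSO with enzyme for no effect and no enzyme buffer wells for full effect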
Target sequence (Q9BQF6 706-1050 limits assumed): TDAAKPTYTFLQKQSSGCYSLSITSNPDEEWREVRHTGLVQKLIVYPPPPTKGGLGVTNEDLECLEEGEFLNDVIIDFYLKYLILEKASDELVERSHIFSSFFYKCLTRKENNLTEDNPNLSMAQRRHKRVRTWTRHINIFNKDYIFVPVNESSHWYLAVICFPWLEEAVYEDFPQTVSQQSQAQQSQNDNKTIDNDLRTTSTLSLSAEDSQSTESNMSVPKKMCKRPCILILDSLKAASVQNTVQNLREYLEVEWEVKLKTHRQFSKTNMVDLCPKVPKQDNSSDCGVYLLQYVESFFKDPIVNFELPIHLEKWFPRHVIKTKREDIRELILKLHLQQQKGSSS
SENP8 block-2 – inhibitors of human SENP8 protease. Q96LD8. recombinant SENP8, Nedd8 substrate fluorescence. inhibition, % at 20 µM. 360,000 tested, 0.64% active. AID 602440; in the data active = inhibition mostly above about 40%, no sharp cut-off; inactive = mostly below about 27%
* marks the source's active call; other numbers are inactive results; i = inactive; nt = no result given. Compounds were not picked by outcome (roughly 4.1% active in at least one column).

SMILES	PfG6PD inh	SENP8 block-1	SENP8 block-2	Apaf-1 inh	HKDC1 inh	SENP7 inh	SENP6 block	SENP1 FRET inh	NALP3 yeast inh
Cn1cccc1C(=O)NCc1ccc(Cl)cc1	-7	-4	6	2	3	2	-7	4	21
Cc1cc(O)c(/C=N/Nc2cccc(Cl)c2)c(=O)o1	2	66*	-106	1	-3	20	70*	-6	9
COc1cccc(OCCOCCN(C)CCO)c1	-20	3	20	5	1	9	-3	2	-3
CN=C1SC(CC(=O)Nc2c(C)cccc2C)C(=O)N1/N=C/c1cccs1 (stereo not drawn)	-5	3	11	2	-5	-5	-4	5	21
CC1CCN(Cc2cc(=O)oc3cc4c(cc23)CCCC4)CC1	11	-11	-44	11	6	-1	-8	2	8
COc1ccc(/C=C(/NC(=O)c2ccc(C)cc2)C(=O)NCC2CCCO2)cc1 (stereo not drawn)	-9	-9	-26	-2	-1	4	-26	3	5
CC(=O)CCC(=O)OCC(=O)c1ccc(C(F)(F)F)cc1	-6	-6	21	-2	-5	6	-17	0	16
O=C(CC(NS(=O)(=O)c1ccc(Cl)cc1)c1ccco1)N1CCc2ccccc21 (stereo not drawn)	7	-5	8	3	-5	7	-12	-1	28
O=C(COC(=O)C1(c2ccccc2)CC1)NNC(=O)c1ccccc1	6	-7	3	-2	-4	-2	-6	1	14
O=S(=O)(c1ccc2ccccc2c1)N1CCN(Cc2ccccn2)CC1	14	-6	18	2	-6	3	-18	1	20
COc1ccc(O)c(C(=O)c2cnc3c(c2)c(=O)[nH]c(=O)n3C)c1	1	-5	-14	10	6	-6	-7	-32	-6
Cn1c(=O)c(=O)n(C)c2cc(S(=O)(=O)N3CCCCC3)ccc21	3	0	-44	10	-3	1	-1	2	7
CCOC(=O)CNc1cccc(C(F)(F)F)c1	9	5	6	-6	-8	3	-5	1	6
CC1CCCC(C)N1C(=O)COc1ccc(C(=O)Nc2ccccc2N2CCOCC2)cc1 (stereo not drawn)	-16	8	15	-3	1	3	21	0	0
CC(C)c1ccc(Oc2cccc3c2S(=O)(=O)N(C2CCCC2)CC(COCc2ccccc2)O3)cc1 (stereo not drawn)	-6	nt	18	nt	-1	nt	nt	0	nt

Going on with the list:
SMILES	PfG6PD inh	SENP8 block-1	SENP8 block-2	Apaf-1 inh	HKDC1 inh	SENP7 inh	SENP6 block	SENP1 FRET inh	NALP3 yeast inh
Cc1ccc(C)n1-c1ccc(-c2nnco2)cc1	nt	2	-10	4	nt	6	12	0	14
N#C/C(=C\c1c[nH]c2ccc(Br)cc12)c1ccccn1	23	-13	11	15	1	0	-8	-48	21
CCC1CCCCN1CCCNC(=O)c1ccc2c(c1)N(Cc1ccc(F)cc1)C(=O)c1ccccc1S2=O (stereo not drawn)	0	-2	22	23	-5	-9	-6	-1	13
CCn1c(CC(=O)Nc2ccc(F)cc2)nnc1SCC(=O)N1CCOCC1	-9	0	12	7	-6	0	-5	0	11
CCN(CC)CCNC(=O)c1ccc(Cl)c(S(=O)(=O)Nc2ccccc2OC)c1	-14	-1	27	-22	-7	-4	0	0	24
NC(=O)NC(=O)CSc1nc(C2CCCCC2)n(-c2ccccc2)n1	4	-10	0	8	-3	-2	-17	0	3
COC(=O)c1sccc1NC(=O)c1c(-c2ccccc2)noc1C	-6	5	19	-3	2	1	10	4	22
CC(C)=CCC[C@](C)(O[C@@H]1O[C@H](CO[C@@H]2OC[C@H](O[C@@H]3OC[C@@H](O)[C@H](O)[C@H]3O)[C@H](O)[C@H]2O)[C@@H](O)[C@H](O)[C@H]1O)C1CC[C@]2(C)C1[C@H](O)CC1[C@@]3(C)CC[C@H](O)C(C)(C)C3[C@@H](O)C[C@]12C (stereo partly drawn)	5	4	14	6	-2	4	2	0	15
CN(CC(=O)Nc1ccc(Cl)c(C(F)(F)F)c1)C(=O)Cc1ccsc1	5	-6	-12	19	6	2	-3	-3	24
Cc1ccc2c(c1)N(C(=O)CCC(=O)NCc1cccnc1)CCO2	6	7	2	-6	-6	-5	-4	-1	23
Cc1ccc(S(=O)(=O)CC2CSc3nc(N)cc(=O)n32)cc1 (stereo not drawn)	-12	1	14	-4	1	5	0	1	2
O=c1cc(NCc2ccccc2)nc2ccccn12	22	-5	-197	-7	5	-4	-20	-1	16
O=C(Nc1ccon1)c1sc2cc(F)ccc2c1Cl	-2	-3	14	-20	3	26	-8	-1	-8
CC(=O)c1cnn(-c2c(Cl)cc(Cl)cc2Cl)c1C	8	-2	11	-4	-1	-2	-5	-2	1
CC(=O)N1c2ccc(S(=O)(=O)N3CCCC(C(=O)Nc4cccc(F)c4)C3)cc2CC1C (stereo not drawn)	-2	2	16	8	-1	-3	5	2	-4

(more compounds)
SMILES	PfG6PD inh	SENP8 block-1	SENP8 block-2	Apaf-1 inh	HKDC1 inh	SENP7 inh	SENP6 block	SENP1 FRET inh	NALP3 yeast inh
CCC1C/C(=C\c2cccnc2)C(=O)/C(=C/c2cccnc2)C1 (stereo not drawn)	15	nt	8	nt	35*	nt	nt	0	nt
CC(C)NC(=O)N(C)C[C@H]1Oc2c(NC(=O)Nc3ccccc3)cccc2C(=O)N([C@H](C)CO)C[C@@H]1C	7	2	6	11	-6	-3	15	0	11
Cc1ccc(OCC(=O)NCCCNC(=O)COc2ccc(C)cc2)cc1	-2	2	0	13	-4	-1	-4	1	9
COc1ccccc1NC(=O)CN(Cc1ccco1)C(=O)c1ccc(-n2nc(C)cc2C)cc1	12	2	2	6	-6	9	2	1	16
CC(=O)Nc1ccc2c(c1)nc(CCNC(=O)c1ccco1)n2C	-5	1	5	1	-3	-2	-4	0	24
CCCn1c(=O)n(C)c(=O)c2c(SCc3cc(C(C)=O)ccc3OCC)nc(C3CC3)nc21	-2	-4	nt	31	1	-13	0	nt	2
Cc1ccc(N=C2NC(=O)/C(=C/C=C/c3ccco3)S2)cc1	54	nt	-10	nt	8	nt	nt	-12	nt
C#CCOCCOCCOCCNc1nc(N2CCN(C(=O)CCCCCCCCCCNC(=O)[C@H]([C@@H](C)CC)n3cc(CCCCN=C(N)N)nn3)CC2)nc(N2CCN(C(=O)CCCCCCCCCCNC(=O)[C@H](CO)n3cc(CCCCCN)nn3)CC2)n1	64*	-6	24	85*	6	7	-32	-3	30
O=C(COc1ccc2ccc(=O)oc2c1)Nc1nccs1	11	5	-108	-10	-1	5	-1	0	15
Cc1ccc(NC(=O)Cc2nc(-c3c[nH]c(C(=O)N4CCCC4)c3)cs2)c(C)c1	18	11	-39	5	0	-8	-1	-14	12
O=c1[nH]cc(-c2ccc(Br)cc2)n1Cc1ccccc1	2	3	16	13	9	-3	15	-1	15
COc1ccccc1N1C(=O)CCC1(C#N)c1ccccc1 (stereo not drawn)	4	4	38	-5	-4	-5	-4	2	9
Cc1nc(COc2cc3oc(=O)cc(C)c3cc2Cl)cs1	12	-13	-290	0	-5	-2	10	-8	37
CSc1ccc(/C=N/n2c(Cc3ccc(Br)cc3)n[nH]c2=S)cc1	5	-10	-4	21	0	-3	-5	0	16
O=C(O)c1cc(S(=O)(=O)N(Cc2ccccc2)c2ccc(Cl)cc2)ccc1Cl	-38	-3	5	12	7	7	8	1	8

(cont.)
SMILES	PfG6PD inh	SENP8 block-1	SENP8 block-2	Apaf-1 inh	HKDC1 inh	SENP7 inh	SENP6 block	SENP1 FRET inh	NALP3 yeast inh
CC12CCC(C(=O)N(CCCCN3CCN(c4ccccn4)CC3)C1=O)C2(C)C (stereo not drawn)	8	-7	10	-4	-7	-8	-9	0	17
CN(C(=O)c1cccc(OC2CCN(S(=O)(=O)N(C)C)CC2)c1)C1CCOC1 (stereo not drawn)	6	3	6	-3	-6	1	-3	-2	-2
O=C1/C(=C/c2cccnc2)SC(=S)N1c1ccc(O)cc1	-1	-12	12	-14	-3	5	8	3	87*
O=C(Cc1ccc([N+](=O)[O-])cc1)Nc1nnc(C2CC2)s1	-2	-14	10	6	-5	-4	-11	3	7
O=C(N/N=C/c1ccc(OC(=O)c2ccccc2)cc1)c1cccc(O)c1	-4	4	14	0	-6	27	-1	4	12
CCCN(C(=O)/C=C/c1nc2ccccc2s1)C1CCS(=O)(=O)C1 (stereo not drawn)	-15	-7	-235	17	4	-7	-6	-10	12
Cc1c(C(=O)N(C)Cc2cccc(F)c2)oc2c(Cl)cccc12	2	5	6	22	2	5	-7	-4	24
Cc1cc(C)cc(NC(=O)COC(=O)c2ccc(CN3CCCC3=O)cc2)c1	2	0	0	3	-4	1	-3	-2	22
C/C(=N\Nc1ccc(Cl)c(C(=O)O)c1)c1ccc(N2CCOCC2)cc1	-2	-6	-20	4	1	-5	-12	-1	-15
Cc1nnc(-c2cnn(C)c2N)n1Cc1ccccc1F	-16	0	21	1	1	9	4	0	6
CCOC(=O)Cc1csc(NC(=O)c2ccc3c(c2)OCO3)n1	-2	-3	3	5	-2	20	15	1	20
O=C(NCCCNC(=O)c1ccccn1)c1ccc(F)cc1	-11	0	6	-5	-8	1	-22	0	6
CCOC(=O)c1cc(-c2ccc(C)cc2)n(CC(=O)NCc2ccco2)c1C	4	-1	-1	3	-5	-2	2	-2	2
Cn1ccsc1=NC(=O)c1cc(S(=O)(=O)N2CCOCC2)ccc1F	-1	10	-16	-5	-6	1	8	2	8
CC1=C(C(=O)NCCc2ccc(C)cc2)C2(CCC(C)CC2)OC1=O (stereo not drawn)	3	-10	18	16	-5	3	-22	1	14

Other compounds
SMILES	PfG6PD inh	SENP8 block-1	SENP8 block-2	Apaf-1 inh	HKDC1 inh	SENP7 inh	SENP6 block	SENP1 FRET inh	NALP3 yeast inh
COc1cccc(CNc2ncn[nH]2)c1OCc1ccccc1F	0	2	13	1	-8	11	6	3	-10
O=C(COc1ccc(C(=O)c2ccccc2)cc1)NCC(=O)Nc1ccccc1Br	15	2	4	11	-7	6	-2	1	-11
Cc1ccc(SCC(=O)NCCc2ccccc2)cc1	-1	-4	10	7	-7	-9	13	0	15
O=C1NC(=O)/C(=C/c2cccc3ccccc23)S1	-30	13	-27	11	6	4	42	0	44
O=C1CS/C(=N\N=C\c2ccco2)N1c1ccccc1	-3	-2	5	-3	-5	-3	-2	4	20
N#C/C(=C/c1ccc(OC(=O)c2ccc(Br)s2)cc1)c1nc2ccccc2[nH]1	-9	nt	i	nt	11	nt	nt	-27	nt
S=C(NCCCN1CCOCC1)NC1CC1	4	-2	4	-6	-15	3	-5	1	9
Cc1ccc(OCC(=O)Nc2ccc3c(c2)OCO3)c(C)c1	10	-10	19	14	0	-10	-15	0	36
O=c1oc2ccccc2c(NCCO)c1[N+](=O)[O-]	-13	-8	14	5	14	-1	8	2	14

Arranged by value in SENP6 block (descending): three from the list above
compound	SENP6 block
COc1cccc(CNc2ncn[nH]2)c1OCc1ccccc1F	6
O=C(COc1ccc(C(=O)c2ccccc2)cc1)NCC(=O)Nc1ccccc1Br	-2
Cc1ccc(OCC(=O)Nc2ccc3c(c2)OCO3)c(C)c1	-15

Bioassay records as filed in PubChem.
